Assay outcomes (PubChem BioAssay)
TRPC6 inhibitor = inhibitors of mouse TRPC6 channel; 310,000 tested, 1.1% active; B-score at 10 µM; AID 2553; Q61143; HEK293-TRPC6, membrane potential dye, ACh-evoked depolarization; active compounds read low;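 active = B-score under library mean minus 3 SD, initial fluorescence not abnormally high, positive integrated signal ratio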;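 also: B-score derived from integrated fluorescence ratio over the kinetic read; more negative B-score means stronger inhibition of depolarization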
MrgX1 allo act = human MrgX1 positive allosteric modulation, primary screen. Q96LB2. MrgX1-HEK293, Fluo-4 calcium flux, FDSS; active compounds read high. B-score at 10 µM. 310,000 tested, 0.63% active. AID 588675;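 active = plate-corrected calcium response at least 3 library SD above typical, normal starting fluorescence, not activating the receptor alone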;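 also: compound read alongside a low EC10 to EC30 dose of BAM8-22 agonist; peak minus trough fluorescence over baseline measured at the second addition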
Target sequence (Q96LB2 whole entry, looked up): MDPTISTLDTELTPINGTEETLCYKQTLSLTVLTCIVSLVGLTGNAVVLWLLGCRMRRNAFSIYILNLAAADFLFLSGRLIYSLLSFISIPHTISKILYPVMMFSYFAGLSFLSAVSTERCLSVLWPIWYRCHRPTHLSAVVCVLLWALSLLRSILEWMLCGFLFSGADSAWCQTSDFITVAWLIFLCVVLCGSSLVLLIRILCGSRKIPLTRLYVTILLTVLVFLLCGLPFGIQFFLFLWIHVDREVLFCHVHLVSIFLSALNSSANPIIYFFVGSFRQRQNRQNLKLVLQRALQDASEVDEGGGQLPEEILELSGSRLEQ
SKKanGAS inh = blocks kanamycin growth of S. pyogenes SKKanGAS strain. BacTiter-Glo, 6 h. inhibition, % at 7.5 µM. 300,000 tested, 1.3% active;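 active = mean replicate score, as percent of positive control median, at least 50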;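 also: strain carries kanamycin resistance gene driven by streptokinase promoter and grows in 40 µg/ml kanamycin; loss of luminescence reflects streptokinase promoter inhibition or plain growth inhibition; 0% = median of DMSO wells and 100% = positive control at its reference dose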
TRPC6 act = activates the mouse TRPC6 cation channel; Q61143; HEK293-TRPC6 membrane potential dye fluorescence; active compounds read high; B-score at 10 µM; 310,000 tested, 0.13% active; AID 2550;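 active = B-score of the integrated fluorescence ratio above library mean plus 3 SD, and starting fluorescence ratio within library mean plus 5 SD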;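 also: higher score means more depolarization so channel activation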
MrgX1 ag = agonists of human MrgX1 receptor; Q96LB2; MrgX1-HEK293 cells, Fluo-4 calcium fluorescence, agonist mode; active compounds read high; B-score at 10 µM; 310,000 tested, 0.44% active;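 active = calcium response B-score plate-corrected fluorescence ratio at least 3 library SD, with starting fluorescence B-score inside 5 SD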
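Material: HEK293 cells stably expressing human MrgX1 receptor | Quantity: 15,000 cells per well | Times: Cells plated overnight, dye loaded 0.5 h 37 °C, 0.5 h room temperature | Measured by: Kinetic Fluo-4 NW fluorescence of intracellular calcium | Control set: Positive and negative controls per plate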
Platelet DG rel = platelet dense granule release activity | human platelet-rich plasma, SFLLRN dense granule ATP release, luminescence | inhibition, %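 (compounds screened at 7.5 µM in platelet-rich plasma)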 | 300,000 tested, 0.22% active;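 active = mean replicate score, as percent of positive control, at or above 50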
RGS4 pot = potentiators or activators of RGS4 | HEK293 M3R/inducible RGS4, carbachol calcium flux Fluo4; active compounds read low | B-score at 10 µM | 310,000 tested, 0.92% active | AID 463111;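 active = B-score of the integrated calcium signal more than 4 SD below the library mean, with starting fluorescence not abnormally high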;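 also: negative B-score means reduced calcium response which marks RGS4 activation or potentiation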
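Assay system: Inducible-RGS4 HEK293 cells carrying M3 receptor | Schedule: Compound preincubation 20 min at room temperature before agonist | Signal: Kinetic calcium fluorescence imaging with Fluo4-AM dye, 2 µM | Read-out basis: B score from integrated fluorescence ratio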
TRPC4 block = blocks the mouse TRPC4 cation channel; Q9QUQ5; HEK293 TRPC4beta/mu-opioid, DAMGO-evoked Fluo4 calcium flux; active compounds read low; B-score at 10 µM; 300,000 tested, 0.39% active;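 active = B-score over 3 SD under the library average, no early fluorescence shift, positive overall ratio signal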
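System: stable TRPC4beta/mu-opioid receptor HEK293 cells; Dosing: single-point compound dosing; Measured by: Fluo4 Ca2+ flux fluorescence; Read-out basis: per-well B score of integrated baseline-normalized Fluo4 ratio.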
RGS4 inh = inhibitors of human RGS4; B-score at 10 µM; HEK293 M3R/RGS4 inducible, Fluo-4 calcium flux; active compounds read high; triggered by carbachol at its EC20; AID 463165; 310,000 tested, 0.45% active; P49798;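 active = B-score, a plate-corrected calcium signal, over three deviations above library mean, with baseline fluorescence within five deviations of library mean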;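 also: RGS4 expression induced by doxycycline in cells with stable M3 receptor; B-score is computed from the integrated fluorescence ratio over baseline after carbachol; higher B-score means a larger calcium signal and so more RGS4 inhibition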
Target sequence (P49798 whole entry, looked up): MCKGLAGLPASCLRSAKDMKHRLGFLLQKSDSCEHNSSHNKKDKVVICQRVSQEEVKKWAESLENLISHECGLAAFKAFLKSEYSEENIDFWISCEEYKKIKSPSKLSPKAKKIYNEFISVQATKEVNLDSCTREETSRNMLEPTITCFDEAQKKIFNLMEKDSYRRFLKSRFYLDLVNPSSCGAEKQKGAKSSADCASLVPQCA
HIF act = HIF pathway transcriptional activation; U2OS HRE-luciferase reporter, luminescence; normalized: DMSO 0%, desferrioxamine 100%; activation, % at 7.5 µM (by protocol); 300,000 tested, 0.32% active; AID 1910;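 active = mean activation of at least 10% of the iron chelator positive control signal, with at least half of replicates also reaching 10%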
MrgX1 antag = human MrgX1 receptor antagonism, primary screen. Q96LB2. MRGX1-HEK293 calcium flux, Fluo-4, BAM8-22 antagonism; active compounds read low. B-score at 10 µM. 310,000 tested, 1.3% active. AID 588676;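 active = calcium-response B-score plate-corrected more than 3 library SD below zero, starting fluorescence within 5 deviations, no agonist response on first addition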;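 also: peak minus trough fluorescence over baseline after final BAM8-22 challenge near maximal dose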
Active calls of the source: *; i = inactive; nt = not tested or not shown.

SMILES | TRPC6 inhibitor | MrgX1 allo act | SKKanGAS inh | TRPC6 act | MrgX1 ag | Platelet DG rel | RGS4 pot | TRPC4 block | RGS4 inh | HIF act | MrgX1 antag
CC(C(=O)c1ccc2ccccc2c1)N1CCCCC1 (stereo not drawn) | i | i | -4.9 | i | i | -0.3 | i | i | i | 0.8 | i
CCOP(=O)(OCC)C(NC(=O)c1ccc(C)cc1)=C(Cl)Cl | i | i | 9.5 | i | i | -0.9 | i | i | i | -0.2 | i
CN1CCN(Cc2ccc3ccccc3c2)CC1 | i | i | -0.4 | i | i | -2.0 | i | i | i | 2.8 | i
CCOP(=O)(OCC)C(O)c1ccc(N(C)C)cc1 (stereo not drawn) | i | i | 0.9 | i | i | 1.8 | i | i | i | 0.5 | i
O=C(C(=O)N1CCOCC1)c1cn(Cc2ccccc2Cl)c2ccccc12 | i | i | 1.8 | i | i | 1.2 | i | i | i | 0.2 | i
CN(C)c1ccc(C(=O)c2ccc(N(C)C)cc2)cc1 | i | i | -8.0 | i | i | 5.2 | i | i | i | 1.4 | i
Cc1cc(Oc2ccc(C(F)(F)F)cc2[N+](=O)[O-])c2c3c(c(=O)oc2c1)CCCC3 | i | i | 3.4 | i | i | 2.7 | -7.42* | i | i | 0.0 | i
C#C[C@]1(O)CCC2C3CCC4=C/C(=N/OCC(=O)NC(C)C(=O)NC(CCSC)C(=O)O)CC[C@]4(C)C3CC[C@@]21C (stereo partly drawn) | i | i | 6.1 | i | i | -5.8 | i | i | i | -7.2 | i
COc1cc2c(c(OC)c1OC)-c1ccc(C(=O)O)cc1[C@@H](NC(C)=O)CC2 | i | i | 0.0 | i | i | -0.1 | i | i | i | -1.2 | i
CCC(=NC(C)c1ccccc1)c1c(O)[nH]c(=O)[nH]c1=O (stereo not drawn) | i | i | -17.9 | i | i | -3.4 | i | i | i | -0.4 | i
O=C1NC(=O)N(Cc2ccco2)C(=O)/C1=C/C=C/c1ccco1 | i | i | 4.7 | i | 36.4* | 0.9 | i | i | 5.41* | 2.6 | i
CC1C(OC(=O)CCC(=O)NC(C)(C)CO)O[C@H]2OC3(C)CC[C@H]4[C@H](C)CCC1C24OO3 (stereo partly drawn) | i | i | 1.1 | i | i | 5.3 | i | i | i | 2.1 | i

An excerpt from above in order of count of non-hydrogen atoms, falling:
SMILES | TRPC6 inhibitor | MrgX1 allo act | SKKanGAS inh | TRPC6 act | MrgX1 ag | Platelet DG rel | RGS4 pot | TRPC4 block | RGS4 inh | HIF act | MrgX1 antag
C#C[C@]1(O)CCC2C3CCC4=C/C(=N/OCC(=O)NC(C)C(=O)NC(CCSC)C(=O)O)CC[C@]4(C)C3CC[C@@]21C (stereo partly drawn) | i | i | 6.1 | i | i | -5.8 | i | i | i | -7.2 | i
COc1cc2c(c(OC)c1OC)-c1ccc(C(=O)O)cc1[C@@H](NC(C)=O)CC2 | i | i | 0.0 | i | i | -0.1 | i | i | i | -1.2 | i
O=C(C(=O)N1CCOCC1)c1cn(Cc2ccccc2Cl)c2ccccc12 | i | i | 1.8 | i | i | 1.2 | i | i | i | 0.2 | i
O=C1NC(=O)N(Cc2ccco2)C(=O)/C1=C/C=C/c1ccco1 | i | i | 4.7 | i | 36.4* | 0.9 | i | i | 5.41* | 2.6 | i
CN(C)c1ccc(C(=O)c2ccc(N(C)C)cc2)cc1 | i | i | -8.0 | i | i | 5.2 | i | i | i | 1.4 | i
CCOP(=O)(OCC)C(O)c1ccc(N(C)C)cc1 (stereo not drawn) | i | i | 0.9 | i | i | 1.8 | i | i | i | 0.5 | i

Remaining list, next part
SMILES | TRPC6 inhibitor | MrgX1 allo act | SKKanGAS inh | TRPC6 act | MrgX1 ag | Platelet DG rel | RGS4 pot | TRPC4 block | RGS4 inh | HIF act | MrgX1 antag
O=C(NCCN1CCOCC1)c1ccc(Cl)nc1 | i | i | -0.3 | i | i | 2.7 | i | i | i | -0.4 | i
O=C(NCc1cccnc1)C(Cl)(Cl)Cl | i | i | -1.6 | i | i | -1.3 | i | i | i | 0.3 | i
O=C(Nc1cccc(OC(=O)N2CCCCC2)c1)N1CCOCC1 | i | i | -13.2 | i | i | 0.7 | i | i | i | -0.1 | i
Cc1c(NP(=S)(C(C)(C)C)C(C)(C)C)c(=O)n(-c2ccccc2)n1C | i | i | -16.6 | i | i | -6.2 | i | i | i | 0.1 | i
Oc1c(Cl)c(Cl)c(Cl)c(Cl)c1Cl | i | i | -0.7 | i | i | -1.7 | i | i | i | nt | i
CN1CCN(c2nc(N)cc(=O)[nH]2)CC1 | i | i | 0.1 | i | i | -5.9 | i | i | i | -3.3 | i
COc1ccc(OC)c(-n2c(O)c(C=NCCN3CCNCC3)c(=O)[nH]c2=S)c1 | i | i | 3.6 | i | i | -1.3 | i | i | i | -0.4 | i
Nc1ccc(CCN2CCCC2)cc1 | i | i | 6.2 | i | i | 1.5 | i | i | i | 1.2 | i
COC(=O)C1=C(c2ccccc2)C[C@@H]2CC[C@H]1N2C(=O)N1CCOCC1 | i | i | -0.3 | i | i | -1.2 | i | i | i | 0.0 | i
O=C1N(c2ccccc2)C(c2cccnc2)N2CCCN12 (stereo not drawn) | i | i | -8.5 | i | i | -4.7 | i | i | i | 0.2 | i
CCCCCCCC(=O)NC(Oc1ccccc1[N+](=O)[O-])C(Cl)(Cl)Cl (stereo not drawn) | i | i | 2.2 | i | i | 0.3 | i | i | i | 0.0 | i
CC(=O)C1(c2ccccc2)CCN(C(=O)C2CCC(=O)N(CCc3cccc(F)c3)C2)CC1 (stereo not drawn) | i | i | -2.0 | i | i | 12.8 | i | i | i | 0.3 | i
Cc1cc(/C=C2\C(=O)NC(=O)N(c3ccc(F)cc3)C2=O)c(C)n1-c1ccc(C(=O)O)cc1 | i | i | -3.1 | i | i | 1.1 | i | i | i | -0.3 | i
O=C1CC(=O)N(c2ccc(Cl)cc2Cl)C(=O)N1 | i | i | 6.7 | i | i | -3.4 | i | i | i | -0.7 | i
O=P1(Nc2cccnc2)COc2ccccc2OC1 | i | i | -0.8 | i | i | 1.2 | i | i | i | -0.1 | i
CON(C)C(=O)Nc1ccc(Cl)cc1 | i | i | 5.5 | i | i | 3.2 | i | i | i | 0.5 | i
COc1cc(-n2c(=S)[nH]c3ccccc3c2=O)c(Cl)cc1Cl | i | i | 0.7 | i | i | 19.6 | i | i | i | 0.0 | i
O=c1c2ccccc2nc(/C=C/c2ccco2)n1-c1ccccc1O | i | i | 9.4 | i | i | -1.1 | i | i | i | 0.3 | i
COc1ccc(/C=C2/C(=O)NC(=O)N(c3ccccc3)C2=O)cc1CN1C(=O)c2ccccc2C1=O | i | i | 0.0 | i | i | 0.4 | i | i | i | 0.5 | i
COc1cccc(OP(=O)(Nc2ccccc2)Oc2cccc(OC)c2)c1 | i | i | 6.4 | i | i | 15.7 | -9.89* | i | i | 0.7 | i
COc1ccc(OC)c(C(O)C2CCCCN2)c1 (stereo not drawn) | i | i | -0.9 | i | i | -2.1 | i | i | i | -0.1 | i
COc1cc(O)cc2c1C(=O)O[C@@H](C)CCCC(=O)CCCCC2 | i | i | -0.8 | i | i | -3.3 | i | i | i | -23.1 | i
CCc1nnc(NS(=O)(=O)c2ccc(N=Cc3c(O)n(-c4ccccc4)c(=O)[nH]c3=O)cc2)s1 | i | i | -3.3 | i | i | -0.3 | i | i | i | -0.2 | i
Cc1nn(Cc2ccccc2)c(C)c1C(=O)OCC(=O)Nc1cccc(S(N)(=O)=O)c1 | i | i | -5.3 | i | i | -6.2 | i | i | i | 0.2 | i
Brc1ccc(-[n+]2c(-c3ccccc3)cc(-c3ccccc3)cc2-c2ccccc2)cc1 | i | i | 1.1 | i | i | 5.2 | -8.58* | i | i | 0.1 | i
Cn1cc(C(=O)NCc2ccccc2)c2ccccc21 | i | i | -2.7 | i | i | -42.9 | i | i | i | 0.2 | i
O=C1CN=C(c2ccccc2)c2cc(Br)ccc2N1 | i | i | -0.6 | i | i | 9.0 | i | i | i | -9.2 | i
CCOC(=O)c1ccc(NC(=O)N2CC3CC(C2)c2cccc(=O)n2C3)cc1 (stereo not drawn) | i | i | 1.3 | i | i | -7.7 | i | i | i | 0.1 | i
O=C(C[N+]12CCN(CC1)CC2)NCCc1ccc(Cl)cc1Cl | i | i | -4.5 | i | i | -4.1 | i | i | i | -0.1 | i
CCOc1cc(C=C2C(=O)NC(=O)NC2=O)ccc1OS(=O)(=O)c1ccccc1 | i | i | -5.0 | i | i | 3.9 | i | i | i | 0.0 | i
O=P(Oc1ccccc1)(Oc1ccccc1)c1ccccc1 | i | i | 3.5 | i | i | 0.4 | i | i | i | 0.3 | i
O=C(CCC(=O)N1CCOc2ccc(Cl)cc21)N1CCC2(CC1)OCCO2 | i | i | -1.1 | i | i | 0.1 | i | i | i | 0.0 | i
O=C1/C(=C\c2ccc([N+](=O)[O-])cc2)N2CCC1CC2 | i | i | 16.8 | i | i | 8.0 | i | i | 5.91* | -0.4 | i
O=[As](O)(O)c1ccc(N=Nc2ccc(O)cc2)cc1 | i | i | 6.2 | i | i | 6.6 | i | i | i | -2.3 | i
O=C(CSC1c2ccccc2-c2ccccc21)N/N=C/c1ccccc1C(=O)O | i | i | -13.0 | i | i | -2.4 | i | i | i | -0.4 | i
CCN(CC)C(=O)c1ccc(NC(=O)CN2CCc3cc(OC)c(OC)cc3C2)cc1 | i | i | -4.8 | i | i | 0.7 | i | i | i | -0.5 | i
O=C(O)C1C2CCC(O2)C1C(=O)Nc1ccc(Cl)cc1 (stereo not drawn) | i | i | -9.9 | i | i | -6.2 | i | i | i | 1.4 | i
Cc1ccc(N2C(=O)CC(=O)NC2=O)cc1 | i | i | -4.9 | i | i | 0.3 | i | i | i | -0.5 | i
O=C(Nc1ccc(OC(=O)N2CCCCC2)cc1)N1CCOCC1 | i | i | 4.3 | i | i | 7.8 | i | i | i | -3.6 | i

This is a subset, so the mix of outcomes need not match the whole.
